Screening data (PubChem BioAssay)
Rac1 act GTP bind: alters GTP binding to activated mutant human Rac1; GST-Rac1 activated beads, fluorescent GTP binding, flow cytometry; actives lie on both sides; 100% means binding = to untreated wells; 190,000 tested, 0.11% active; percent activity (GTP binding), % at 10 µM; P63000;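 active means GTP binding at least 20 percentage points away from the 100% baseline, in either direction, so actives lie on both sides; inconclusive means Compound likely fluorescent itself, or too few beads counted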
Bcl-W Bim block: inhibitors of Bim-Bcl-W interaction, human; 190,000 tested, 0.02% active; bead-based flow cytometry, Bim peptide-Bcl-W binding; inhibition, % at 10 µM; AID 952;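 further: 0% = bound tracer without compound and 100% = peptide blocker; higher means less fluorescent Bim peptide bound to Bcl-W beads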
Target sequence (Q92843 whole entry, looked up): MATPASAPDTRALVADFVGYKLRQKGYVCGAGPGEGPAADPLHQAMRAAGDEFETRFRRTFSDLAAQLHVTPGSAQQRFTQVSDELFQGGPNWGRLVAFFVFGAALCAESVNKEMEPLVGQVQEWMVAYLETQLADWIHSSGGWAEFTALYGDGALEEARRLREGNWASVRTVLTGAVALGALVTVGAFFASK
Bfl-1 Bim block: human Bim-Bfl-1 interaction inhibition; Q16548; 190,000 tested, 0.12% active; Bead-based flow cytometry, Bim-Bfl-1 binding inhibition; inhibition, % at 10 µM;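 further: 0% = wells without compound plus tracer and 100% = blocker peptide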
Cdc42 wt GTP: modulators (inhibitors or activators) of GTP binding to human Cdc42 wildtype; P60953; GST-Cdc42 beads, Bodipy-GTP binding, flow cytometry; actives lie on both sides; percent activity (GTP binding), % at 10 µM; 190,000 tested, 0.2% active; AID 761;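 active means percent activity GTP binding at least 20 points away from the 100% baseline, either down as inhibitor or up as activator; inconclusive means compound flagged as likely green fluorescent from well-wide comparison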;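 further: median bead fluorescence of bound Bodipy-FL-GTP at 100 nM; 0% = excess unlabeled GTP control and 100% = no compound control; below 100% means less GTP binding so inhibitor and above means activator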
Target sequence (P60953 whole entry, looked up): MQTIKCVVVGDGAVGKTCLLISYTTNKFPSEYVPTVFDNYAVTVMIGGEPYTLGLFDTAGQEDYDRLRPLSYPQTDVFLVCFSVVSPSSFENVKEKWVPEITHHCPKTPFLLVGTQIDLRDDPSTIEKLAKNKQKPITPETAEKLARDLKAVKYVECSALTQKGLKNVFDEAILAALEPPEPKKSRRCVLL
Bim-Bcl-2: human Bim-Bcl-2 interaction inhibition; P10415; Bead-based flow cytometry, Bim peptide-Bcl-2 binding; inhibition, % at 10 µM; 190,000 tested, 0.06% active; in the data active means inhibition above about 40%; inconclusive means no clear call, values can overlap the other calls;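 further: 0% = no compound wells with probe peptide and 100% = reference peptide inhibitor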
Target sequence (P10415 whole entry, looked up): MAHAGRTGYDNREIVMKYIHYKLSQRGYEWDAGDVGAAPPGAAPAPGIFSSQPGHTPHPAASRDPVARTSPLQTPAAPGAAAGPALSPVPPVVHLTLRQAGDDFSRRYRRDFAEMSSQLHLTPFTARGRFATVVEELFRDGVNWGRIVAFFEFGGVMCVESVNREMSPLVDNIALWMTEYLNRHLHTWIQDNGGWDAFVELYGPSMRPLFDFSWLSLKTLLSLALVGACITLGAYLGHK
HRas wt GTP bind: changes GTP binding to wildtype human HRas. P01112. GST-Ras wt beads, Bodipy-FL-GTP binding, flow cytometry; actives lie on both sides. GTP binding activity, % at 10 µM. 190,000 tested, 0.14% active. AID 759;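 active means GTP binding activity at least 20% away from the 100% baseline, either lowered as inhibitor or raised as activator; inconclusive means flagged as likely green fluorescent, judged across all proteins in the well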;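 further: 0% = unlabeled GTP competition control and 100% = no-compound control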
Target sequence (P01112 whole entry, looked up): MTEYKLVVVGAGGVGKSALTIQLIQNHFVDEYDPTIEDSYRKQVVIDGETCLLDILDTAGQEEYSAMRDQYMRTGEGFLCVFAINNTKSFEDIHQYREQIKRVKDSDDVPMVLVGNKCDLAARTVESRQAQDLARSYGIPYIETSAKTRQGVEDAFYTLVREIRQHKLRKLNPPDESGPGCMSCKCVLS
Rab7 wt GTP bind: alters GTP binding to wildtype dog Rab7. GST-Rab7 beads, fluorescent GTP binding, flow cytometry; actives lie on both sides; untreated = 100%, excess cold GTP = 0%. GTP binding activity (percent of control), % at 10 µM. 190,000 tested, 0.055% active. AID 758;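 active means fluorescent GTP binding to Rab7 beads changed by at least 20 points from the 100% baseline, either direction, mostly lower; inconclusive means compound itself probably fluorescent, or too few beads counted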;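 further: median green fluorescence of bound Bodipy-FL-GTP per Rab7 bead population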
Rac1 wt modul: human Rac1 wildtype GTP binding, inhibitors and activators; 190,000 tested, 0.27% active; GST-Rac1 beads, fluorescent GTP binding, flow cytometry; actives lie on both sides; 0 = cold GTP competed, 100 = untreated; P63000; GTP binding activity (% of control), % at 10 µM; AID 757;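 active means GTP binding activity at least 20 points away from the 100% control level, either lower or higher; inconclusive means compound flagged as likely green fluorescent, judged across all proteins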
Bim-Bcl-B: inhibitors of Bim-Bcl-B interaction, human; Q9HD36; bead-based flow cytometry, Bim peptide-Bcl-B binding; inhibition, % at 10 µM; 190,000 tested, 0.073% active; AID 951;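 further: 0% = tracer peptide without compound and 100% = reference inhibitor peptide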
Rab2A wt mod: changes GTP binding to wildtype dog Rab2A, up or down; P61105; GST-Rab2 wt beads, Bodipy-GTP binding, flow cytometry; GTP binding activity, % at 10 µM; 190,000 tested, 0.19% active; AID 760;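 active means GTP binding activity at least 20 points away from 100%, either lowered or raised; inconclusive means signal likely due to the compound's own green fluorescence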;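 further: 0% = beads with excess unlabeled GTP and 100% = no-compound control corrected for plate trend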
Bim-Bcl-XL: inhibitors of Bim-Bcl-XL interaction, human; Q07817; Bim peptide-Bcl-XL binding, bead flow cytometry, fluorescence; inhibition, % at 10 µM; 190,000 tested, 0.04% active; AID 1007
Target sequence (Q07817 whole entry, looked up): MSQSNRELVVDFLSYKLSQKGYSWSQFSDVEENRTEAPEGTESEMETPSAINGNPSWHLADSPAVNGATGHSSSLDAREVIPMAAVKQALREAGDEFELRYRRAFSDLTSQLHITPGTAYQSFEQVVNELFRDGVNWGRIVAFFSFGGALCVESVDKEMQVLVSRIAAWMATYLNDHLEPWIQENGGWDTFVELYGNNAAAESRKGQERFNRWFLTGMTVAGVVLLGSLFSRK
* = called active by the depositor. Unless noted, no stated cut-off is given here; in the data, active means inhibition above about 40%. Compounds were not picked by outcome. Share with any hit: about 0.62%.

Screening O=C(CNC(=O)C1CCCCC1)OCc1cc(=O)oc2ccc3ccccc3c12 returned Rac1 act GTP bind 100, Bcl-W Bim block -8, Bfl-1 Bim block -14, Cdc42 wt GTP 101, Bim-Bcl-2 -10, HRas wt GTP bind 101, Rab7 wt GTP bind 105, Rac1 wt modul 104, Bim-Bcl-B -22, Rab2A wt mod 101 and Bim-Bcl-XL -12.
Screening Cn1nc(C(=O)NCC2CCCO2)c2ccccc2c1=O (stereo not given) returned Rac1 act GTP bind 95, Bcl-W Bim block 0, Bfl-1 Bim block -10, Cdc42 wt GTP 98, Bim-Bcl-2 -8, HRas wt GTP bind 97, Rab7 wt GTP bind 97, Rac1 wt modul 94, Bim-Bcl-B -4, Rab2A wt mod 97 and Bim-Bcl-XL -2.
Screening CCOC(=O)C1=C(CC)Nc2ccccc2N=C1N returned Rac1 act GTP bind inconclusive, Bcl-W Bim block -4, Bfl-1 Bim block -7, Cdc42 wt GTP inconclusive, Bim-Bcl-2 -2, HRas wt GTP bind inconclusive, Rab7 wt GTP bind inconclusive, Rac1 wt modul inconclusive, Bim-Bcl-B -2, Rab2A wt mod inconclusive and Bim-Bcl-XL -4.
COc1ccc(C(=O)NCc2nnc(SCC(=O)Nc3nc4ccc(C)cc4s3)o2)cc1OC was read as Rac1 act GTP bind 101, Bcl-W Bim block -4, Bfl-1 Bim block -2, Cdc42 wt GTP 102, Bim-Bcl-2 0, HRas wt GTP bind 101, Rab7 wt GTP bind 98, Rac1 wt modul 104, Bim-Bcl-B -7, Rab2A wt mod 100 and Bim-Bcl-XL -6.
Screening CC(C)(C)C1CCC(OC(=O)c2ccncc2)CC1 (stereo not given) returned Rac1 act GTP bind 99, Bcl-W Bim block -3, Bfl-1 Bim block 3, Cdc42 wt GTP 100, Bim-Bcl-2 2, HRas wt GTP bind 101, Rab7 wt GTP bind 98, Rac1 wt modul 104, Bim-Bcl-B 0, Rab2A wt mod 103 and Bim-Bcl-XL -2.
CC(=NCc1ccco1)c1c(O)n(C2CCCCC2)c(=O)[nH]c1=O was read as Rac1 act GTP bind 98, Bcl-W Bim block -2, Bfl-1 Bim block -10, Cdc42 wt GTP 101, Bim-Bcl-2 -9, HRas wt GTP bind 100, Rab7 wt GTP bind 100, Rac1 wt modul 101, Bim-Bcl-B -8, Rab2A wt mod 101 and Bim-Bcl-XL -6.
`CC(=O)Nc1cccc(NC(=O)CSc2nnc(Cc3cccn3C)n2CCc2ccccc2)c1` gave Rac1 act GTP bind 99, Bcl-W Bim block 0, Bfl-1 Bim block -14, Cdc42 wt GTP 106, Bim-Bcl-2 -8, HRas wt GTP bind 102, Rab7 wt GTP bind 106, Rac1 wt modul 107, Bim-Bcl-B -10, Rab2A wt mod 104 and Bim-Bcl-XL -2.
Screening O=C(COC(=O)CNC(=O)c1ccccc1F)Nc1cccnc1Cl returned Rac1 act GTP bind 94, Bcl-W Bim block -2, Bfl-1 Bim block 3, Cdc42 wt GTP 95, Bim-Bcl-2 0, HRas wt GTP bind 97, Rab7 wt GTP bind 94, Rac1 wt modul 99, Bim-Bcl-B -2, Rab2A wt mod 98 and Bim-Bcl-XL 0.
Cc1c(N=C(N)/N=C(\N)Nc2ccccc2)c(=O)n(-c2ccccc2)n1C was read as Rac1 act GTP bind 100, Bcl-W Bim block -6, Bfl-1 Bim block -1, Cdc42 wt GTP 97, Bim-Bcl-2 -1, HRas wt GTP bind 104, Rab7 wt GTP bind 103, Rac1 wt modul 107, Bim-Bcl-B -5, Rab2A wt mod 101 and Bim-Bcl-XL -4.
`COc1ccc(-n2c(C)c(C(C)=O)c(C(C)=O)c2C)cc1OC` gave Rac1 act GTP bind 95, Bcl-W Bim block -1, Bfl-1 Bim block 0, Cdc42 wt GTP 99, Bim-Bcl-2 -1, HRas wt GTP bind 98, Rab7 wt GTP bind 100, Rac1 wt modul 101, Bim-Bcl-B -1, Rab2A wt mod 98 and Bim-Bcl-XL -2.
Screening COc1cccc(CNCC(=O)N2C(C)CCCC2C)c1 (stereo not given) returned Rac1 act GTP bind 102, Bcl-W Bim block 2, Bfl-1 Bim block -1, Cdc42 wt GTP 106, Bim-Bcl-2 0, HRas wt GTP bind 107, Rab7 wt GTP bind 97, Rac1 wt modul 105, Bim-Bcl-B 0, Rab2A wt mod 103 and Bim-Bcl-XL 1.
Screening CNC(=O)c1[nH]cnc1C(=O)N[C@@H](CC(C)C)C(=O)OC(C)(C)C returned Rac1 act GTP bind 97, Bcl-W Bim block -2, Bfl-1 Bim block -3, Cdc42 wt GTP 99, Bim-Bcl-2 2, HRas wt GTP bind 97, Rab7 wt GTP bind 99, Rac1 wt modul 98, Bim-Bcl-B -7, Rab2A wt mod 96 and Bim-Bcl-XL -1.
Nn1c(SCC(=O)Nc2cccc(S(N)(=O)=O)c2)nnc1C1CC1 was read as Rac1 act GTP bind 98, Bcl-W Bim block -3, Bfl-1 Bim block -5, Cdc42 wt GTP 97, Bim-Bcl-2 -3, HRas wt GTP bind 99, Rab7 wt GTP bind 98, Rac1 wt modul 101, Bim-Bcl-B -3, Rab2A wt mod 95 and Bim-Bcl-XL -2.
`Cc1ccc(C)c(OCCn2c(=O)c3c(ncn3C3CCCC3)n(Cc3ccccc3)c2=O)c1` gave Rac1 act GTP bind 99, Bcl-W Bim block -3, Bfl-1 Bim block 0, Cdc42 wt GTP 99, Bim-Bcl-2 -1, HRas wt GTP bind 100, Rab7 wt GTP bind 98, Rac1 wt modul 102, Bim-Bcl-B -5, Rab2A wt mod 99 and Bim-Bcl-XL -6.
CCOc1ccc(-c2nnc3ccc(SCC(=O)Nc4cc(C)on4)nn23)cc1 was read as Rac1 act GTP bind 93, Bcl-W Bim block 0, Bfl-1 Bim block 0, Cdc42 wt GTP 90, Bim-Bcl-2 -4, HRas wt GTP bind 94, Rab7 wt GTP bind 101, Rac1 wt modul 97, Bim-Bcl-B -2, Rab2A wt mod 96 and Bim-Bcl-XL 0.
`CCC(C)(C)c1ccc(OCCCC[n+]2cccc(C)c2)c(C(C)(C)CC)c1` gave Rac1 act GTP bind 99, Bcl-W Bim block 4, Bfl-1 Bim block -1, Cdc42 wt GTP 103, Bim-Bcl-2 1, HRas wt GTP bind 100, Rab7 wt GTP bind 100, Rac1 wt modul 101, Bim-Bcl-B 0, Rab2A wt mod 99 and Bim-Bcl-XL 0.
Screening O=C(O)c1cc(C(F)(F)F)nc2ccccc12 returned Rac1 act GTP bind 100, Bcl-W Bim block 0, Bfl-1 Bim block 2, Cdc42 wt GTP 105, Bim-Bcl-2 2, HRas wt GTP bind 103, Rab7 wt GTP bind 98, Rac1 wt modul 104, Bim-Bcl-B -1, Rab2A wt mod 102 and Bim-Bcl-XL 0.
`Cc1cccc(-c2nnc(SCc3ccccc3)o2)c1` gave Rac1 act GTP bind 99, Bcl-W Bim block 0, Bfl-1 Bim block 0, Cdc42 wt GTP 101, Bim-Bcl-2 -5, HRas wt GTP bind 102, Rab7 wt GTP bind 97, Rac1 wt modul 100, Bim-Bcl-B 0, Rab2A wt mod 102 and Bim-Bcl-XL -1.
`CCOC(=O)N1CCN(C(=O)CN(c2cccc(C)c2)S(=O)(=O)c2ccccc2)CC1` gave Rac1 act GTP bind 96, Bcl-W Bim block 3, Bfl-1 Bim block -9, Cdc42 wt GTP 97, Bim-Bcl-2 -6, HRas wt GTP bind 97, Rab7 wt GTP bind 95, Rac1 wt modul 98, Bim-Bcl-B -6, Rab2A wt mod 96 and Bim-Bcl-XL -1.
Screening CCNC(=O)CC1SC(=Nc2ccc(C)cc2)NC1=O (stereo not given) returned Rac1 act GTP bind 102, Bcl-W Bim block -1, Bfl-1 Bim block 0, Cdc42 wt GTP 99, Bim-Bcl-2 4, HRas wt GTP bind 100, Rab7 wt GTP bind 99, Rac1 wt modul 103, Bim-Bcl-B -1, Rab2A wt mod 101 and Bim-Bcl-XL -2.
O=C(CSc1nnc(-c2cccnc2)n1-c1ccccc1)N1CCN(c2ccc(F)cc2)CC1 was read as Rac1 act GTP bind 99, Bcl-W Bim block -5, Bfl-1 Bim block -9, Cdc42 wt GTP 104, Bim-Bcl-2 -12, HRas wt GTP bind 102, Rab7 wt GTP bind 102, Rac1 wt modul 106, Bim-Bcl-B -6, Rab2A wt mod 102 and Bim-Bcl-XL -3.
Screening Cc1ccc(NC(=O)CCC(=O)OC(C(=O)c2ccc(C)c(C)c2)c2ccccc2)c(C)c1 (stereo not given) returned Rac1 act GTP bind 105, Bcl-W Bim block 0, Bfl-1 Bim block 0, Cdc42 wt GTP 110, Bim-Bcl-2 -2, HRas wt GTP bind 108, Rab7 wt GTP bind 108, Rac1 wt modul 109, Bim-Bcl-B -1, Rab2A wt mod 110 and Bim-Bcl-XL -1.
Cc1cccc(C)c1NC(=O)c1cccc(COc2cc(Cl)ccc2Cl)c1 was read as Rac1 act GTP bind 96, Bcl-W Bim block -2, Bfl-1 Bim block 0, Cdc42 wt GTP 104, Bim-Bcl-2 -2, HRas wt GTP bind 101, Rab7 wt GTP bind 103, Rac1 wt modul 100, Bim-Bcl-B -5, Rab2A wt mod 98 and Bim-Bcl-XL -3.
Screening Cc1ccccc1OCCn1cc(/C=C(\C#N)C(=O)NCc2ccco2)c2ccccc21 returned Rac1 act GTP bind 99, Bcl-W Bim block -5, Bfl-1 Bim block -15, Cdc42 wt GTP 104, Bim-Bcl-2 -8, HRas wt GTP bind 101, Rab7 wt GTP bind 98, Rac1 wt modul 102, Bim-Bcl-B -7, Rab2A wt mod 100 and Bim-Bcl-XL -7.
For O=C1c2ccsc2SCCN1Cc1c(Cl)cccc1Cl the results were Rac1 act GTP bind 98, Bcl-W Bim block 0, Bfl-1 Bim block -11, Cdc42 wt GTP 102, Bim-Bcl-2 -9, HRas wt GTP bind 100, Rab7 wt GTP bind 103, Rac1 wt modul 106, Bim-Bcl-B -9, Rab2A wt mod 100 and Bim-Bcl-XL -6.

Compounds listed so far containing a furan ring, fused or not, in the order listed:
CC(=NCc1ccco1)c1c(O)n(C2CCCCC2)c(=O)[nH]c1=O was read as Rac1 act GTP bind 98, Bcl-W Bim block -2, Bfl-1 Bim block -10, Cdc42 wt GTP 101, Bim-Bcl-2 -9, HRas wt GTP bind 100, Rab7 wt GTP bind 100, Rac1 wt modul 101, Bim-Bcl-B -8, Rab2A wt mod 101 and Bim-Bcl-XL -6.
Screening Cc1ccccc1OCCn1cc(/C=C(\C#N)C(=O)NCc2ccco2)c2ccccc21 returned Rac1 act GTP bind 99, Bcl-W Bim block -5, Bfl-1 Bim block -15, Cdc42 wt GTP 104, Bim-Bcl-2 -8, HRas wt GTP bind 101, Rab7 wt GTP bind 98, Rac1 wt modul 102, Bim-Bcl-B -7, Rab2A wt mod 100 and Bim-Bcl-XL -7.
